SENP7 inh: SENP7 protease inhibition | recombinant SENP7, Z-RLRGG-aminoluciferin luminescence, 40 min | inhibition, % at 5 µM | actives 1.5% (n = 330,000) | AID 434973;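 active means inhibition above about 50% at the single test dose, limit read from the data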;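 further: plate controls were DMSO with enzyme for no effect and no enzyme buffer wells for full effect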
SENP8 block-1: SENP8 (human) protease inhibition; actives 0.64% (n = 360,000); recombinant SENP8, Nedd8 substrate fluorescence; AID 602440; inhibition, % at 20 µM; Q96LD8; in the data active means inhibition mostly above about 40%, no sharp cut-off; inactive means mostly below about 27%
NLRP3 yeast inh: NALP3 inhibition in yeast. Yeast reconstituted NLRP3/ASC/caspase-1, beta-gal luminescence, 24 h. AID 2825. inhibition, % at 10 µM. actives 0.39% (n = 330,000);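 active means inhibition of 50% or more; inactive means inhibition below 50%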;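 further: plate controls were induced DMSO wells for no effect and uninduced yeast grown without galactose for full effect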
HKDC1 inhibitor: blocks human hexokinase HKDC1 activity | actives 0.16% (n = 340,000) | inhibition, % at 20 µM | recombinant HKDC1, G6PDH/diaphorase resazurin coupled fluorescence;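 active means inhibition above about 35% when tested at 20 µM, limit read from the data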;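 further: plate controls were DMSO wells with enzyme for no effect and DMSO wells lacking enzyme for full effect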
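Test system: recombinant HKDC1 (HK5) hexokinase enzyme, produced in-house / Doses: 20 µM test compound, 1% DMSO / Timing: 90 min, room temperature / Detection: G6PDH/diaphorase-coupled fluorescence, 1 mM NADP, 100 µM resazurin, 525/613 nm / Control set: DMSO wells with and without enzyme mix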
Apaf1 inhib: blocks human Apaf-1 apoptosome activity | O14727 | inhibition, % at 20 µM | AID 489030 | actives 0.71% (n = 330,000) | reconstituted apoptosome caspase-3 activity, DEVD-Rh110 fluorescence; active means inhibition of at least 40% at 20 µM;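 further: plate controls were DMSO wells for no effect and DEVD-CHO caspase inhibitor wells for full effect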
Target sequence (O14727 whole entry, looked up): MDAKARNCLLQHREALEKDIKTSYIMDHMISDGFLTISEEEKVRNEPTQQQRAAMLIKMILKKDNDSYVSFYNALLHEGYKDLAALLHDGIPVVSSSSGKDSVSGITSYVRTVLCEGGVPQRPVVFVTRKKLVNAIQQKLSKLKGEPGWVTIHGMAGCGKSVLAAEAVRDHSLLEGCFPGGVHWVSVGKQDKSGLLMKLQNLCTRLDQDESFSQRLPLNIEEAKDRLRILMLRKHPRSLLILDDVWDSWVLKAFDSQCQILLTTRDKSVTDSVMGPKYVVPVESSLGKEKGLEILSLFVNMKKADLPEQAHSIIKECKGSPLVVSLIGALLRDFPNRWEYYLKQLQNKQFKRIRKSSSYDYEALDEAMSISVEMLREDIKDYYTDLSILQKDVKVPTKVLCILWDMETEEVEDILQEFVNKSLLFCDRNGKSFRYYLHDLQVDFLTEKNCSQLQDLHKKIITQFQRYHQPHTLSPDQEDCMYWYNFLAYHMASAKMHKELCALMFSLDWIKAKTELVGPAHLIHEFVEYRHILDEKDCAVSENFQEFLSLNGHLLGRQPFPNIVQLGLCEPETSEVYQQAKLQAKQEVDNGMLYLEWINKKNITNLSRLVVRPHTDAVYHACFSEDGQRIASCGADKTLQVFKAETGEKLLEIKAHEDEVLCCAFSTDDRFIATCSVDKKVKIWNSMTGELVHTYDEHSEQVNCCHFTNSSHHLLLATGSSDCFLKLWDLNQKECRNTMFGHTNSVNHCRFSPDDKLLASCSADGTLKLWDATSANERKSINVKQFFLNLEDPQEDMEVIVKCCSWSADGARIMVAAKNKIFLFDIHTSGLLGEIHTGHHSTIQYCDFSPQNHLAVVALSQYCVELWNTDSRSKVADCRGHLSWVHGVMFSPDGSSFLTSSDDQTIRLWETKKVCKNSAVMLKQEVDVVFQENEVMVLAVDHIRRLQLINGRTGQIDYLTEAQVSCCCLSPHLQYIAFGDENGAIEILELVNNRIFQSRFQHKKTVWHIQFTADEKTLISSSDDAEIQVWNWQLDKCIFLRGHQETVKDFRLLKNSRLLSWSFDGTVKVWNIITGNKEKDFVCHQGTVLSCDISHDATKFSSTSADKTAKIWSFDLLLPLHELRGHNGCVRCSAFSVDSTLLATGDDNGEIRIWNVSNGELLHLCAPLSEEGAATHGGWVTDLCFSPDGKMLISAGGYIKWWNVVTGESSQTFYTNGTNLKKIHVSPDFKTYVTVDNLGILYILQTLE
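Medium: Hepes buffer, pH 7.5 / System: biochemical Apaf-1 apoptosome reconstitution / Measured by: Rh110 fluorescence, excitation 480 nm, emission 540 nm / Times: compound with Apaf-1, dATP, procaspase-3 30 min, then 50 min reaction, room temperature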
SENP8 block-2: inhibitors of human SENP8 protease; AID 2540; actives 1.2% (n = 330,000); inhibition, % at 10 µM; purified SENP8, Z-RLRGG-aminoluciferin cleavage, luminescence; in the data active means inhibition above about 50%
PfGluPho inh: PfG6PD (Plasmodium falciparum) enzyme inhibition | inhibition, % at 20 µM | PfGluPho enzyme, NADPH resazurin-diaphorase fluorescence | actives 0.78% (n = 350,000) | AID 504690;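 active means inhibition reaching at least a set limit at 20 µM in the primary screen, cut at about 59% in these data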;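 further: 0% = DMSO wells with substrate and 100% = DMSO wells lacking glucose-6-phosphate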
SENP1 inh: inhibitors of human SENP1 SUMO protease catalytic domain. recombinant SENP1 catalytic domain, CyPet-SUMO1-YPet FRET cleavage. actives 0.21% (n = 360,000). inhibition, % at 10 µM;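 active means inhibition at least 30% at 10 µM, raw YFP signal under a set limit, fluorescence ratio 0.5 to 1.5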;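 further: 0% = enzyme with DMSO and 100% = no enzyme wells; some results filed as inactive read as strong as hits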
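Material – human SENP1 catalytic domain · Input – SENP1 enzyme, 20 pM final · Compound dosing – single concentration of 10 µM compound, 0.5% DMSO final · Timing – enzyme reaction for 50 min at room temperature, dark · Measured by – FRET fluorescence in CFP and YFP emission channels · Control set – no-enzyme wells low, DMSO-plus-enzyme wells high control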
SENP6 block: inhibitors of human SENP6 protease; Q9GZR1; Recombinant SENP6 catalytic domain, aminoluciferin luminescence; inhibition, % at 10 µM; actives 1.8% (n = 330,000); AID 2599;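 active means inhibition above about 50% at the single tested dose, limit read from the data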;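 further: plate controls were DMSO wells with enzyme for no effect and DMSO wells lacking enzyme for full effect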
Numbers without * were called inactive; nt = no result given.

SMILES	SENP7 inh	SENP8 block-1	NLRP3 yeast inh	HKDC1 inhibitor	Apaf1 inhib	SENP8 block-2	PfGluPho inh	SENP1 inh	SENP6 block
Cc1nnc(SCCn2c(N3CCCCC3)nc3c2c(=O)n(C)c(=O)n3C)s1	-6	24	-4	-2	20	-6	4	1	0
N#Cc1ccc(C(=O)Nc2nc(-c3cccs3)c(C(=O)C(F)(F)F)s2)cc1	10	0	26	2	13	12	-7	-73	2
O=C(NCc1ccncc1)c1cn(-c2ccccc2)nc1-c1cccnc1	-4	-9	20	5	1	-1	-14	2	5
O=C(COC(=O)c1cccc(S(=O)(=O)N2CCCC2)c1)Nc1ccccc1Cl	3	17	2	0	4	7	-2	2	-5
CCOc1cc(N2CCOCC2)c(OCC)cc1NC(=O)CN1C(=O)N(C)C2(CCCCC2)C1=O	7	4	7	2	1	1	12	-1	-8
Cc1cc(C)c(S(=O)(=O)c2ccccc2F)c(=O)[nH]1	7	-21	6	-1	-4	2	-6	0	-4
Cc1c(NC(=S)NC(NC(=O)CC(C)C)C(Cl)(Cl)Cl)c(=O)n(-c2ccccc2)n1C (stereo not given)	2	15	13	12	-4	4	20	2	8
COCCOC(=O)c1c(C)oc2ccc(OCc3cc(C(=O)OC)oc3C)cc12	4	6	2	5	0	5	-3	2	-13
COc1ccc(C(C)NC(=O)c2ccc([N+](=O)[O-])cc2)cc1OC (stereo not given)	-1	0	5	-3	-4	-3	-10	2	11
CCN1C(=O)/C(=C/c2cnn(CC)c2C)SC1=S	5	11	21	-2	10	-9	4	-10	7
O=C(OC1CCOC1=O)c1ccc(NS(=O)(=O)c2cccs2)cc1 (stereo not given)	-15	-1	-9	-2	-2	-5	-15	1	-7
Cc1ccc(S(=O)(=O)O/N=C2\CCCc3ccccc32)cc1	3	14	12	17	-4	-3	-9	-2	-10
Cc1ccc(/C=N/NC(=O)c2cc(C)oc2C)cc1	86*	41*	20	-3	-7	74*	-4	3	84*
CCCCn1c(SCC(=O)N(CC)C2CCS(=O)(=O)C2)nc2cc(S(N)(=O)=O)ccc21 (stereo not given)	-9	15	3	-2	3	-10	-4	1	18
CCOc1ccc(NC(=O)N2CCC(NC(=O)C(Cc3ccccc3OC)NC(C)=O)CC2)cc1 (stereo not given)	-7	9	14	-5	4	-7	-2	2	-21
OC(C#CCN1CCCCCC1)(c1ccccc1)c1cccnc1 (stereo not given)	4	14	13	-2	11	-1	7	1	-12
COc1ccc(N2C3=C(CC4=C2CC(C)(C)CC4=O)C(=O)CC(C)(C)C3)cc1	7	-56	2	11	-3	-1	11	-60	2
Cc1cc2c(cc1C)/C(=N/NC(=O)c1ccccn1)CCC2	-3	-20	31	4	-12	0	18	2	-5
CCOc1ccc(/C(O)=C2/C(=O)C(=O)N(c3ccccn3)C2c2ccc(Cl)cc2)c(C)c1 (stereo not given)	nt	5	nt	7	nt	nt	-48	14	nt
Cc1ccc(NC(=O)CCc2ccc(S(=O)(=O)N3CCOCC3)cc2)c(C)c1	7	8	16	-3	-4	-3	-17	1	4
CCC(C)(C(=O)NC1CCCC1)N(C(=O)CNC(C)=O)c1ccc(C)cc1 (stereo not given)	-2	13	9	-6	-3	-2	-3	1	-14
O=C(C(=O)N1CCN(C(=O)c2ccco2)CC1)c1c[nH]c2ccccc12	0	8	-20	-13	-11	-5	16	-18	-5
COC(=O)NC1(C(F)(F)F)C(=O)NC(C)=C1C(=O)OC (stereo not given)	-6	13	4	-8	8	-8	3	0	-9
Cc1cccc(CCNC(=O)c2cccc(NC3=NC4CS(=O)(=O)CC4S3)c2)c1 (stereo not given)	4	0	16	-6	-3	10	-3	1	-10
CCO[C@@H]1OC(C(=O)O)=C[C@H](c2cn(C(C)=O)c3ccccc23)[C@H]1CCCO	-4	2	13	-2	-17	1	-7	4	-20
CCOc1ccc2cc(C3CC(c4ccco4)=NN3S(C)(=O)=O)c(Cl)nc2c1 (stereo not given)	-2	-2	9	-2	5	-9	1	-1	-10
CCCCCCC(O)(c1ccc(OC)cc1)C(CN1CCOCC1)c1ccccc1 (stereo not given)	-11	9	-6	-4	30	-11	8	0	-16
COCC(C)NCc1ccccc1C (stereo not given)	4	21	2	-4	-25	-4	-9	3	-1
Cc1onc(-c2ccccc2)c1C(=O)NC(C)C	-8	8	6	-4	1	-12	-5	4	6
CN(CCCC1CCCC1)C(=O)c1cc(COc2ccc(F)c(F)c2)on1	-4	6	16	0	27	4	0	0	-3
O=C(NCCc1ccccc1)Oc1ccc(Cl)cc1	-3	12	15	-3	-9	-2	10	-6	12
CC(=O)Nc1ccc(NC(=O)c2ccccc2Sc2ccc([N+](=O)[O-])cc2Cl)cc1	-3	28	-12	-6	-10	-7	48	2	-14
Cc1cc(NC(=O)CCCn2cc([N+](=O)[O-])cn2)n(Cc2ccc(F)cc2)n1	-4	9	17	-2	-12	0	-1	3	10
CCCCC(=O)NC(c1ccc(OC)c(OC)c1)c1ccc2cccnc2c1O (stereo not given)	nt	4	nt	-22	nt	nt	-35	1	nt
O=C(COC(=O)c1cnccn1)NCc1ccc2c(c1)OCO2	-13	11	7	-5	2	-8	3	-1	0
Cc1cc(C)c2sc(NNC(=O)C3COc4ccccc4O3)nc2c1 (stereo not given)	6	21	13	-7	17	11	-23	0	9
Cc1cccc(NC(=O)C2CCCN2/C=C/C(=O)C(F)(F)F)c1C (stereo not given)	6	27	3	-9	7	-5	-10	1	6
COc1ccc(N2C(=O)C3CCCN3C2c2cccs2)cc1 (stereo not given)	-13	11	-2	-5	7	-17	1	2	-5
CCn1cc(S(=O)(=O)Nc2cc(C)ccc2F)cn1	6	-1	4	-4	1	-2	-8	1	0
O=C(C1CCN(S(=O)(=O)c2cccc3nsnc23)CC1)N1CCn2c1nc1ccccc12	3	15	74*	4	3	-6	9	-2	-18
COCCNC(=S)Nc1cc(S(=O)(=O)N2CCOCC2)ccc1N1CCCCC1	5	7	3	-10	10	3	76*	2	-16
Cn1ncc(C(=O)N=S(C)(=O)c2ccccc2)c1[N+](=O)[O-] (stereo not given)	11	23	11	-11	-23	-6	2	2	-12
Cc1cc(OCC(O)CN)ccc1Cl (stereo not given)	-5	21	10	-5	-9	-3	-8	1	16
O=C(Nc1ccc(C(=O)NCc2ccc(F)cc2)cc1)C1=CSCCO1	7	12	11	6	4	6	4	0	3
CCC(c1nnnn1Cc1ccco1)N(CCN1CCOCC1)Cc1cc2cc(C)ccc2[nH]c1=O (stereo not given)	0	-136	9	5	-1	-4	-8	-20	-14
Cc1ccc(NC(=O)CSC2=NN3CCCC(=O)N=C3S2)c(C)c1	0	17	20	-3	6	1	-8	4	2
O=C(CCc1ccccc1)Nc1cccc([N+](=O)[O-])c1	-2	15	14	-4	4	-12	12	2	-8
CCN(CC)c1ccc(C(=C2C=CC(=[N+](CC)CC)C=C2)c2ccccc2)cc1	nt	2	nt	14	nt	nt	100*	1	nt
COc1cccc(-n2c(CN3CCN(Cc4ccccc4)CC3)nc3ccc([N+](=O)[O-])cc3c2=O)c1	2	nt	16	nt	2	-1	nt	nt	7
Cc1ccc(S(=O)(=O)N(C)C[C@@H]2Oc3ccc(NC(=O)Nc4cccc5ccccc45)cc3C(=O)N([C@H](C)CO)C[C@H]2C)cc1	2	-29	12	2	12	-4	18	2	2
Cc1c(C(=O)COC(C)(C)C)[nH]c2ccccc12	-9	-43	28	5	11	-6	8	-3	-12
COc1ccc(NC(=O)Cc2csc(NC(=O)Nc3ccccc3OC)n2)c(OC)c1	-5	9	3	4	15	-11	20	2	0
COc1ccc(NC(=S)c2ccc3ccccc3n2)cc1	-3	-20	37	0	15	3	57	2	-4
Nc1ccccc1SC1CC(=O)N(Cc2ccccc2)C1=O (stereo not given)	11	10	11	-7	3	-4	6	3	-2
Cc1ccc(NC(=O)COC(=O)c2ccc(-n3nc(C)cc3C)cc2)c(F)c1	7	2	24	-4	15	-7	5	0	-22
COc1ccc(C2=NOC(Cn3nc(-c4ccccc4)cc3C(=O)NCc3cccs3)C2)cc1 (stereo not given)	-4	12	22	3	26	-17	-9	2	-5
CCOc1ccccc1N=Nc1c(C)[nH]n(C(N)=S)c1=O	-8	29	11	-5	8	-3	1	48*	-15
Cn1c(=O)oc2cc(S(=O)(=O)NCCC(=O)NCc3ccccc3Cl)ccc21	-7	10	0	-5	4	-11	0	-2	-26
CCOC(=O)c1cc(CC)sc1NC(=O)c1cccc(N2C(=O)CCC2=O)c1	5	8	16	-8	9	9	1	2	16
Cc1ccc(-n2c(=S)[nH]c3sc4c(c3c2=O)CCC4)cc1	5	-16	14	2	7	5	8	-2	-2

Filtered by structure, the entries above with an aryl thioether with sulfur outside any ring (4)
SMILES	SENP7 inh	SENP8 block-1	NLRP3 yeast inh	HKDC1 inhibitor	Apaf1 inhib	SENP8 block-2	PfGluPho inh	SENP1 inh	SENP6 block
Cc1nnc(SCCn2c(N3CCCCC3)nc3c2c(=O)n(C)c(=O)n3C)s1	-6	24	-4	-2	20	-6	4	1	0
CCCCn1c(SCC(=O)N(CC)C2CCS(=O)(=O)C2)nc2cc(S(N)(=O)=O)ccc21 (stereo not given)	-9	15	3	-2	3	-10	-4	1	18
CC(=O)Nc1ccc(NC(=O)c2ccccc2Sc2ccc([N+](=O)[O-])cc2Cl)cc1	-3	28	-12	-6	-10	-7	48	2	-14
Nc1ccccc1SC1CC(=O)N(Cc2ccccc2)C1=O (stereo not given)	11	10	11	-7	3	-4	6	3	-2

(further entries)
SMILES	SENP7 inh	SENP8 block-1	NLRP3 yeast inh	HKDC1 inhibitor	Apaf1 inhib	SENP8 block-2	PfGluPho inh	SENP1 inh	SENP6 block
CCO[C@H]1OC(C(=O)NCc2ccccc2)=C[C@@H](c2ccc(C(F)(F)F)cc2)[C@@H]1CCCO	-12	7	11	0	19	-8	32	0	-13
Cc1ccc(C)c2[nH]c(=O)c(C(c3nnnn3C(C)(C)C)N3CC=C(c4ccc(F)cc4)CC3)cc12 (stereo not given)	nt	-195	nt	2	nt	nt	5	-40	nt
CC(C)CC1=NN(C(=O)c2ccncc2)C(O)(C(F)(F)F)C1 (stereo not given)	9	22	6	-14	-16	3	-21	1	-1
Cc1nn(-c2ccccc2)c(C)c1CNC(=O)c1ccc(S(=O)(=O)NCc2ccco2)cc1	6	5	2	11	7	-1	-8	1	9
O=C(Cn1cnc2c(cnn2-c2ccccc2)c1=O)NCc1ccccc1	-10	4	8	-2	1	-7	2	1	-16
Cc1cc2ccccc2n1CCNC(=O)c1ccc(S(=O)(=O)N2CCCCC2)cc1	14	-42	3	-3	26	-4	16	-40	2
S=c1[nH]nc(-c2ccncc2)n1/N=C/c1cccc2ccccc12	-2	nt	4	nt	4	-3	nt	nt	-30
COc1ccc(/C(N)=N/O)c(OC)c1	-3	-1	1	0	-7	2	-19	0	4
CCCN1CNC(=S)N(c2ccccc2C)C1	9	10	22	2	-10	-1	-9	2	6
